Source: PubChem BioAssay
M1 antag – antagonists of rat M1 muscarinic receptor | CHO-M1 cells, Fluo-4 calcium, ACh EC80 antagonist mode; stronger effect = lower value | B-score at 10 µM | 3.4% of 64,000 active | AID 628, 2007;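 active means calcium fluorescence response, raw or row-and-column corrected B-score, differing from the plate sample mean either way at a set confidence level, mostly lower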
Target sequence (P08482 whole entry, looked up): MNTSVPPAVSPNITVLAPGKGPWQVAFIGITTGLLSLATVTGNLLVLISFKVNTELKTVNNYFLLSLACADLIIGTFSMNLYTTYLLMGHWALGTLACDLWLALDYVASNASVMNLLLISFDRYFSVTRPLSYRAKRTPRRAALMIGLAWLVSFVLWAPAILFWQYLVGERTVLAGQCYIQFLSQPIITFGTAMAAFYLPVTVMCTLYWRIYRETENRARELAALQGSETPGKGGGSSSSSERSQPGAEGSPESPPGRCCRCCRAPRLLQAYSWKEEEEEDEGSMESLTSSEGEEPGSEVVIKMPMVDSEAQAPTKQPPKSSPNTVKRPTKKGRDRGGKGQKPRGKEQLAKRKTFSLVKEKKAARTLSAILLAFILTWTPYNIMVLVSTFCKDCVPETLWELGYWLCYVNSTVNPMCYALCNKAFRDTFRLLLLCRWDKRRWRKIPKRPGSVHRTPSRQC
HEK293 NFkB inh – inhibitors of PMA/ionomycin-induced NF-kB reporter, primary screen, antigen receptor NF-kB inhibitor project, cell-based, HEK-293 luciferase reporter, luminescence; HEK-293 NF-kB luciferase reporter; inhibition, % at 3 µM; 0.21% of 62,000 active; AID 465, 2006;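 active means inhibition above the mean of all tested compounds plus 3 SD, cut at about 40% in these data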;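 further: 0% = stimulated DMSO wells and 100% = 10 µM reference inhibitor 5653914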
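System: NF-kB luciferase reporter HEK-293 cells | Replication: Single test | Control set: DMSO vs reference inhibitor | Evaluation: % inhibition | Schedule: 1 h pretreatment, 16 h stimulation, 37 °C | Probe or stimulus: PMA with ionomycin | Compound dosing: One dose, 3 µM | Detection: Luciferase luminescence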
D1 mod – D1 CRE-luciferase signal change, two-sided – cell-based, HEK293 D1, dopamine EC30, D1 allosteric modulator project, primary screen; B-score at 10 µM; dopamine EC30 potentiation; actives deviate in either direction; D(1A) dopamine receptor (Homo sapiens), P21728; 5.9% of 58,000 active;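 active means luminescence count or its row- and column-corrected plate score outside the 99.7% band of the plate's sample wells, on either side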
Target sequence (P21728 whole entry, looked up): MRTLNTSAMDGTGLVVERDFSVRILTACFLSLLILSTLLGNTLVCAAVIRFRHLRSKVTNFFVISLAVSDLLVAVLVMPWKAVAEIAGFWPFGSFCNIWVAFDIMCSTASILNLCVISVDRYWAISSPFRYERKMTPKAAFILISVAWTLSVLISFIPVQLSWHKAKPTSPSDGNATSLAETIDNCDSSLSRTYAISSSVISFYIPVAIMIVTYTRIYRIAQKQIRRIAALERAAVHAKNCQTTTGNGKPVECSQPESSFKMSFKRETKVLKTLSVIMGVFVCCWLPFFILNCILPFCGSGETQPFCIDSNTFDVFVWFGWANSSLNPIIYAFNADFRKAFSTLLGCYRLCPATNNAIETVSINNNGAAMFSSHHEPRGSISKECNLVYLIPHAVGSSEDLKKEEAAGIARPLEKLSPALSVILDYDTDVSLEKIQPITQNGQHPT
E coli RNAP – E. coli RNAP inhibitors, biochemical; 0.2% of 62,000 active; DNA-directed RNA polymerase subunit beta (Escherichia coli (strain K12)), P0A8V2; E. coli RNA polymerase, fluorescence transcription assay; inhibition, %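 (tested at 10 µM)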; in the data active means inhibition above about 20%;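 further: 0% = enzyme without compound and 100% = no enzyme blank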
S1P1 ag-PAM – S1P1 agonists and agonism potentiators, primary screen, cell-based, primary and confirmation screens, CRE-bla reporter | activation, % at 9.5 µM | 0.57% of 56,000 active | S1P1 CRE-bla cells, forskolin, beta-lactamase FRET, potentiator mode; S1P1 agonist co-added at EC20, 2 nM; 100% = saturating reference agonist, 0% = basal | Sphingosine 1-phosphate receptor 1 (Homo sapiens), P21453;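 active means activation above a cutoff set at the mean activation of all tested compounds plus 3 SD, cut at about 54% in these data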;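 further: forskolin at 4 µM as EC80 and the EC20 agonist is SEW2871; 100% = SEW2871 at its EC100 plus forskolin at EC80; some compounds past the cut are filed as inactive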
M1 ag – M1 muscarinic receptor agonists, primary screen, CHO-M1 cells, Fluo-4 calcium, agonist mode; B-score at 10 µM; Fluo-4 calcium fluorescence; stronger effect = higher value; 3% of 64,000 active; Muscarinic acetylcholine receptor M1;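 active means fluorescence rise, raw or as B-score row- and column-corrected plate score, outside the 99.7% band of its plate's samples, either direction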
S1P3 ag – human S1P3 receptor agonists, primary screen, cell-based, primary and confirmation, NFAT-BLA reporter; S1P3 NFAT-BLA reporter cells, agonism, FRET ratio; relative to 1 µM S1P, basal subtracted; activation, % at 4.5 µM; 0.1% of 60,000 active;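 active means activation above the screen-wide mean plus 3 SD, cut at about 4.5% in these data, passing the limit was not always enough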; further: some compounds called inactive have numbers as strong as hits
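Benchmarks: high control 1 µM S1P / System: stable CHO line with human S1P3, Gα16, NFAT-BLA reporter / Dosing: single compound concentration, 4.5 µM final / Timing: 4 h compound at 37 °C, 2 h substrate at RT / Measured by: FRET β-lactamase substrate fluorescence, excitation 405 nm, 460/535 nm emission ratio, background-subtracted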
Jurkat viability – cytotoxicity toward Jurkat T cells, primary screen, cytotoxicity control, cell-based, Jurkat E6.1, 60K MLSMR library; 1.2% of 56,000 active; Jurkat E6.1 viability, ATP luminescence, 48 h; inhibition, % at 4 µM;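 active means inhibition above the mean inhibition of all tested compounds plus 3 SD, cut at about 28% in these data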
TNAP act mid DEA – human TNAP enzyme activators, primary screen, biochemical, luminescent, intermediate phosphate acceptor level; activation factor at 20 µM; purified TNAP, CDP-star luminescence, 100 mM DEA, 30 min; stronger effect = higher value; scale: 0 levamisole-inhibited, 1 vehicle-only enzyme; AID 813, 2007; Alkaline phosphatase, tissue-nonspecific isozyme (Homo sapiens), P05186; 64,000 tested, under 10 active;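 active means activation factor of at least 2 at 20 µM, relative to controls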
* = called active by the depositor; . = no result given.

SMILES	M1 antag	HEK293 NFkB inh	D1 mod	E coli RNAP	S1P1 ag-PAM	M1 ag	S1P3 ag	Jurkat viability	TNAP act mid DEA
COc1ccc(CN2CCCCC2c2cccnc2)c(OC)c1C (configuration not stated)	-1.4	7	0.089	1	-5	-0.0061	-0.9	13	0.9
O=S(=O)(c1ccc(OCC(O)CN2CCN(c3ccccc3O)CC2)cc1)N1CCOCC1 (configuration not stated)	-0.25	7	-0.99	1	6	-0.58	-0.5	6	0.9
COc1ccc(NC(=O)CSc2nc(C)cc(C(F)(F)F)n2)cc1	0.18	14	.	10	-13	0.64	0.3	-2	0.8
O=C(CCN1CCN(CCO)CC1)Nc1ccc(OCc2ccccc2)cc1	-0.22	2	0.33	2	-2	-0.25	-0.4	4	0.9
O=C(CN1CCOCC1)Nc1ccc(Oc2ccccc2)cc1	1.2	-3	.	2	-1	0	-0.4	0	0.9
COc1cccc(S(=O)(=O)Nc2ccc3sc(C)nc3c2)c1	0.067	10	-0.34	6	.	-0.25	.	.	0.9
COCc1cc(C)nc(N2CCc3ccccc32)c1C#N	-0.013	3	1.4	10	.	0.5	0.2	-5	0.9
COCc1cc(C)nc(SCC(=O)Nc2ccc3c(c2)OCO3)c1C#N	0.2	2	0.84	-5	-4	-0.62	-0.9	8	0.9
Nc1cc(OC(=O)c2cccs2)nn1S(=O)(=O)c1ccccc1	.	4	-5.3*	2	-11	.	-0.2	-3	0.9
CCOC(=O)c1ccc(-n2c(N)c(C(=O)NCc3ccco3)sc2=S)cc1	0.0081	22	0.26	9	.	-0.041	.	.	0.9
O=S(=O)(c1ccc(Oc2ccc(Br)cc2)cc1)N1CCOCC1	0.9	8	-0.9	11	29	-0.1	-1.0	14	1
COc1ccc(N/C(N)=N/c2nc(CSc3ccc(C)cc3)cc(=O)[nH]2)cc1	-0.12	1	-0.96	7	5	-0.19	-1.5	-4	0.9
CN(CC(=O)NCCC1=CCCCC1)S(=O)(=O)c1ccc2c(c1)CCC(=O)N2	0.55	15	0.39	6	-5	0.13	-0.9	6	0.9
CCOc1ccc(C(=O)OCC(=O)NCc2ccco2)cc1OCC	0.059	3	7.7*	0	-29	-0.31	-0.3	-3	0.9
O=C(O)c1c[nH]c2ccc(S(=O)(=O)N3CCN(c4ccc(F)cc4)CC3)cc2c1=O	1	7	-0.54	2	.	0.19	.	.	0.9
O=C(Nc1cccc2ncccc12)c1ccc2c(c1)OCCO2	0.26	8	-0.44	4	0	-0.071	-0.6	-1	0.9
CC1(C)C(=O)Nc2ccccc2N1C(=O)COC(=O)Cn1cnc2ccccc2c1=O	1.1	5	-0.25	6	-10	0.44	0.4	-2	0.9
COc1ccccc1C(=O)N1CCNC(=O)C1CC(=O)Nc1ccc(Cl)cc1 (configuration not stated)	0.67	-2	-0.13	7	.	0.49	-0.3	-2	0.9
CCC(C)NS(=O)(=O)c1cccs1 (configuration not stated)	-3.4*	14	0.9	9	.	0.89	-0.4	1	0.9
CCOc1ccc(N2C(N)=NC(N)=NC2(C)C)cc1	-0.64	14	-0.98	-8	-15	-1.2	-0.6	5	0.9
CN(CC(=O)N1CCc2ccccc21)S(=O)(=O)c1cccs1	-0.32	-7	-0.2	11	.	-0.19	.	.	0.9
Cc1cc(C)c(C(=O)CC2(O)C(=O)Nc3ccccc32)cc1C (configuration not stated)	-0.2	5	.	2	.	0.0029	.	.	0.9
CCN1CCN(C(=O)c2cc3c(-c4ccc(Cl)cc4)nn(C)c3s2)CC1	-0.82	6	1	3	-29	-1.6	-0.9	-1	0.9
COC(=O)CSc1nc2ccccc2o1	-1.3	14	-0.1	4	.	-0.013	.	.	1

Structures above shown as hits in M1 antag:
Molecule | M1 antag | HEK293 NFkB inh | D1 mod | E coli RNAP | S1P1 ag-PAM | M1 ag | S1P3 ag | TNAP act mid DEA
CCC(C)NS(=O)(=O)c1cccs1 (configuration not stated) | -3.4* | 14 | 0.9 | 9 | . | 0.89 | -0.4 | 0.9

Next part:
SMILES	M1 antag	HEK293 NFkB inh	D1 mod	E coli RNAP	S1P1 ag-PAM	M1 ag	S1P3 ag	Jurkat viability	TNAP act mid DEA
Cc1noc(C)c1C(=O)Nc1ccc(Cl)cc1C(F)(F)F	0.54	13	-0.73	4	-21	1.3	-0.1	-4	0.9
COc1cc(-c2nc3oc4ccccc4c(=O)c3c(=O)n2Cc2ccco2)cc(OC)c1OC	0.055	3	-0.23	.	-70	0.039	0.2	14	0.9
CN(Cc1ccccc1)S(=O)(=O)c1ccc(NC(=O)C2CCCO2)cc1 (configuration not stated)	0.36	12	0.35	.	4	0.17	-0.7	12	0.9
CCN(CC)C(=O)C1CCN(S(=O)(=O)c2ccc3oc4ccccc4c3c2)CC1	-0.36	28	-1.7	8	84*	0.26	-2.1	13	1
CNC(=O)c1cc2c(=O)n3cc(C)ccc3nc2n(C(C)C)c1=N	-0.29	16	0.056	-54	-24	17*	0.9	-2	1
CCn1c(SCC(=O)NCC2CCCO2)nnc1-c1c[nH]c2ccccc12 (configuration not stated)	-0.12	16	0.25	7	.	-0.97	-0.8	3	0.9
Cc1nnc(NC(=O)CSc2nnnn2Cc2ccccc2)s1	0.41	13	0.089	5	-8	-0.5	-0.7	4	0.9
CC(NC(=O)c1cccc(F)c1)C(c1cccs1)N1CCN(C)CC1 (configuration not stated)	-0.057	6	0.099	-5	0	-0.26	-0.2	-6	0.9
CCOC(=O)C(C)n1cnc2c(nnn2-c2ccc(OC)cc2)c1=O (configuration not stated)	0.84	16	-0.69	3	0	0.75	0.9	-2	0.9
CC1(C)CC2CC(C)(CN2C(=O)COC(=O)c2n[nH]c(=O)c3ccccc23)C1 (configuration not stated)	-0.01	25	0.0084	0	5	2.9	-1.2	10	1
Cn1cc(C(=O)c2ccc(F)cc2)cc1-c1nc2ccccc2n1C	-2	10	-0.59	1	-17	3.2*	0.3	14	0.9
O=C(O)c1cc2nc3c(c(C(F)(F)F)n2n1)CCc1ccccc1-3	0.34	6	-4.5*	-8	1	-0.019	-0.9	15	0.9
Cc1cc(C(=O)OCC(=O)Nc2nc(-c3ccccc3)cs2)c(C)o1	-0.33	3	0.12	5	-12	1.2	0.0	1	1
CCCCn1c(CN2CCN(C(=O)OCC)CC2)nc2c1c(=O)[nH]c(=O)n2C	0.51	19	.	-6	-19	1.2	0.0	14	1
CCN(CC)C(=O)Nc1cnc2ccccc2c1	0.066	-5	0.33	10	.	-0.55	0.6	-1	0.8
COC(=O)c1cnn2c(C(F)(F)F)cc(-c3ccco3)nc12	-0.85	10	1.2	-4	6	0.67	-0.2	-1	1
CC1CCN(CCCNC(=O)c2n[nH]c(=O)c3ccccc23)CC1	0.031	10	-0.018	5	-10	-0.16	-0.3	2	0.9
COC(=O)CSc1nc(N)c2c3c(sc2n1)CCCC3	-0.45	.	0.26	6	-16	0.45	-1.9	.	0.9
COC(=O)C1=C(C)NC(=O)CC1c1ccc(F)c(Br)c1 (configuration not stated)	0.14	5	-0.41	0	-5	-0.42	-0.4	0	0.9
N#Cc1c2n(c3c(=O)n(Cc4ccccc4)cnc13)CCCC2	-0.019	8	4.6	0	-8	-0.044	-0.5	-2	0.9
CCOC(=O)CCc1c(C)nc(SCCCn2c(=O)[nH]c3ccccc32)c(C#N)c1C	-0.066	-1	.	7	.	-0.093	0.0	-3	0.9
CC(=O)C1=C(C)NC(=O)NC1c1ccc(OC2CCCC2)cc1 (configuration not stated)	0.31	26	0.33	1	1	-0.052	-0.5	20	1
COc1ccc(Cl)cc1-n1c(=S)sc2c(=O)[nH]c(SCC(=O)NCC3CCCO3)nc21 (configuration not stated)	0.22	14	0.91	5	.	-0.019	.	.	0.9
N#Cc1nc(-c2cccs2)oc1NCCCN1CCOCC1	0.35	18	0.79	-15	-37	-0.18	-1.3	-3	0.9
Cc1cc(NC(=O)c2cccc(COc3ccc(Br)cc3)c2)no1	-0.0057	.	.	0	.	0.21	.	.	0.9
O=C(C(NS(=O)(=O)c1cccc2nsnc12)c1ccccc1)N1CCN(c2ccccn2)CC1 (configuration not stated)	-4.4*	11	-2	4	-2	0.11	-0.3	3	0.9
COc1ccc(OC)c(NC(=O)C(CC(C)C)NC(=O)C2CCCCC2)c1 (configuration not stated)	0.04	11	.	8	.	-0.61	.	.	0.9
Cn1nnnc1SCC(=O)NC1CCCCC1	0.41	12	-1.2	-5	-22	0.91	-0.1	-6	0.8
CN(C)c1ccc(CN(C(=O)COc2ccc(F)cc2)C2CCS(=O)(=O)C2)cc1 (configuration not stated)	0.83	9	-0.17	10	6	-0.45	-0.8	-6	0.9
CCS(=O)(=O)NCc1csc(C)n1	1.1	14	1.4	3	-6	0.63	-0.3	0	1
O=C(Cn1ccc2ccccc2c1=O)NCCC(=O)N1CCN(C2CCCCC2)CC1	-0.86	26	-0.88	5	0	17*	-0.4	-1	1
CCOc1ccc(-c2nnc(SCC(=O)N(CC)CC)n2N)cc1	1.1	14	0.0077	0	.	1.1	.	.	0.9
CN(C1CCCCC1)S(=O)(=O)c1ccc(NC(=O)C2CCCCC2C(=O)O)cc1 (configuration not stated)	0.88	12	.	.	3	1.1	-0.6	2	0.9
O=c1[nH]cnc2c1cnn2Cc1ccccc1	-0.15	.	.	12	0	-0.95	-1.1	.	0.8
N#Cc1c(N)nc(SCC(=O)NCCc2ccccc2)c(C#N)c1-c1cccs1	0.42	.	0.2	-3	-9	-0.17	-4.4	.	0.9
CCOC(=O)CCSc1nc2c(c(C(F)(F)F)c1C#N)CCC2	-1.9	1	0.68	-4	.	1.1	-0.1	0	1
CCc1cc(=O)oc2c(C)c(O)c(CN3CCCCC3)cc12	0.092	11	-0.034	-106	6	-0.21	0.5	2	0.9
Cc1cc(S(=O)(=O)N2CCN(Cc3ccccc3)CC2)c(C)s1	-0.28	5	1.7	10	14	-0.13	0.0	-2	0.9
CCOc1ccc(-c2cc(C(=O)O)c3ccccc3n2)c(OCC)c1	0.76	42*	0.81	.	1	0.024	-0.7	37*	.
Cc1cc(C(=O)c2cccs2)c(N)s1	-0.39	-3	0.1	13	-36	-0.53	-0.6	2	0.9
O=C(NCCCN1CCCC1=O)Nc1ccc(Cl)cc1	-1.9	0	0.27	.	-1	1.1	-0.7	-4	.
CCCC1=C(C(=O)OCC)C(c2ccc(F)cc2)n2ncnc2N1 (configuration not stated)	-0.11	23	0.32	8	11	-0.23	-1.1	0	1
Cc1nc2ccc(C(=O)N3CCSCC3)cc2s1	0.093	9	1.5	5	4	-0.089	-0.8	-3	0.9
O=C(Cc1cccs1)N1CCC(c2nc3c(nnn3Cc3ccccc3)c(=O)[nH]2)CC1	1.4	21	0.16	8	-32	-0.52	-0.4	8	1
